p53 reactivation: qHTS assay for re-activators of p53 using a Luc reporter | H1299 p53-A138V BP100-luciferase reporter, luminescence, 24 h | Potency, µM (highest dose often 92.2 µM), for inactives: at the highest dose activity change, positive = activation, usual class: activators | hit rate 0.063% among 320,000; further: potency means the concentration at half of the fitted maximal effect; % of control where 0% means no effect; nearly all actives have a fitted effect of over 45% in size
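H1299 (p53-null), stable ts p53-A138V + BP100-Luc; 1000 cells/well, Opti-MEM/10% FBS; cpd 4 pt, 1:5; 24 h, 37 deg C, 5% CO2; detection reagent 10 min RT; luminescence.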
BRCA1 expr up: qHTS Assay to Identify Small Molecule Activators of BRCA1 Expression | hit rate 1.1% among 380,000 | Potency, µM (highest dose often 46.1 µM), inactives show top-dose activation, hits mostly activators | MCF7-BRCA1-FFLuc reporter, luminescence, 48 h; response scale: scaled: vehicle 0%, 10 µM genistein 100%; further: potency means the concentration at half of the fitted maximal effect; nearly all actives have a fitted effect of over 80% in size; some results filed as inactive show a strong effect at the top dose
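First, MCF7-BRCA1-FFLuc cells (2000/well) attach for 2 h; next, compounds are pin-added and incubated 48 h at 37 °C; finally, luciferase reagent is added and luminescence read after 15 min.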
Giardia killer: Small Molecules that selectively kill Giardia lamblia: qHTS. activity change, % at 7.66 µM, hits read low. AID 540267, 2011. hit rate 0.15% among 340,000. Giardia lamblia trophozoite viability; in the data active means activity change below about -80%; inconclusive means between about -30% and that limit;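 further: parasites exposed to compound for two days anaerobically before the ATP read; on the % scale 0 is the no-effect control and ±100 the full control effect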
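Killing of trophozoites was scored by loss of ATP luminescence after a 48 hrs anaerobic exposure to compounds at 37 deg C, using 100 cells per well.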
RORg inh: qHTS for inhibitors of ROR gamma transcriptional activity. Drosophila S2 Gal4-RORgamma UAS-luciferase reporter, 20 h. hit rate 5.4% among 310,000. AID 2551, 2010. Potency, µM (series often up to 53.6 µM), for inactives: top-dose activity change, negative = inhibition, usual class: inhibitors. Nuclear receptor ROR-gamma (Mus musculus), P51450; further: potency means the concentration at half of the fitted maximal effect; on the % scale 0 is the no-effect control and ±100 the full control effect; nearly all actives have a fitted effect of over 60% in size
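In this cell-based reporter format, copper sulfate (700 uM final) drives Gal4–ROR gamma fusion expression from a metallothionein promoter in Drosophila Schneider cells; compounds preincubated 1 hr, reporter read after 20 hr at ambient temperature.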
VP16 counter: VP16 counterscreen qHTS for inhibitors of ROR gamma transcriptional activity; AID 2546, 2010; hit rate 3.5% among 310,000; Potency, µM (highest dose often 53.6 µM), without a hit: at the top dose activity, negative = inhibition, hits mostly inhibitors; Drosophila S2 Gal4-VP16 UAS-luciferase, luminescence, 20 h;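 further: Gal4-VP16 expression switched on by copper sulfate through the metallothionein promoter; potency means the concentration at half of the fitted maximal effect; on the % scale 0 is the no-effect control and ±100 the full control effect; nearly all actives have a fitted effect of over 50% in size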
NPC1 promoter act: qHTS Assay for NPC1 Promoter Activators | hit rate 2.4% among 320,000 | Potency, µM (highest dose often 9.22 µM), for inactives: at the highest dose activation, usual class: activators | Huh7 NPC1 promoter luciferase reporter, 24 h | AID 485313, 2010;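 further: potency means the concentration at half of the fitted maximal effect; % of control where 0% means no effect; nearly all actives have a fitted effect of over 60% in size; reporter is driven by a mutant NPC1 promoter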
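Quantitative HTS used a cell-based reporter: Huh7 cells stably bearing the NPC1 promoter upstream of luciferase were treated with compounds for 24 h, and promoter activation was read as luminescence.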
Rab9 promoter act: qHTS Assay for Rab9 Promoter Activators. Potency, µM (series often up to 9.22 µM), without a hit: at the highest dose activation, negative = inhibition, actives largely listed as activators. Huh7 Rab9 promoter-luciferase reporter, luminescence, 24 h. hit rate 2.8% among 320,000; further: potency means the concentration at half of the fitted maximal effect; % of control where 0% means no effect; nearly all actives have a fitted effect of over 60% in size
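Huh7 cells stably carrying a Rab9 promoter-luciferase reporter, 1500 cells per well in OP-MEM I with 10% FBS, treated with compound 24 hours at 37C. Luciferase activity read by luminescence after 10 minutes with Amplite reagent.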
ELG1 genotoxic: qHTS screen for small molecules that induce genotoxicity in human embryonic kidney (HEK293T) cells expressing luciferase-tagged ELG1. hit rate 1.3% among 330,000. AID 504466, 2011. Potency, µM (highest dose often 46 µM), for inactives: top-dose activity change, positive = activation, hits mostly activators. HEK293T ELG1-luciferase reporter, luminescence, 16 h; further: potency means the concentration at half of the fitted maximal effect; % of control where 0% means no effect; nearly all actives have a fitted effect of over 60% in size
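Genotoxic stress is detected as increased luminescence from luciferase-tagged ELG1 in HEK293T cells, measured with ONE-Glo after a 16 hr treatment at 37 °C.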
FLuc counter: qHTS profiling assay for firefly luciferase inhibitor/activator using purifed enzyme and Km concentrations of substrates (counterscreen for miR-21 project). Potency, µM (top dose mostly 57.5 µM), for the others: at the top dose activity change, negative = inhibition, hits mostly inhibitors. purified FLuc, Km substrates, luminescence inhibition. hit rate 6.9% among 360,000;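 further: potency means the concentration at half of the fitted maximal effect; plate controls were vehicle for no effect and reference inhibitor for full effect; nearly all actives have a fitted effect of over 55% in size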
Target sequence (P08659 whole entry, looked up): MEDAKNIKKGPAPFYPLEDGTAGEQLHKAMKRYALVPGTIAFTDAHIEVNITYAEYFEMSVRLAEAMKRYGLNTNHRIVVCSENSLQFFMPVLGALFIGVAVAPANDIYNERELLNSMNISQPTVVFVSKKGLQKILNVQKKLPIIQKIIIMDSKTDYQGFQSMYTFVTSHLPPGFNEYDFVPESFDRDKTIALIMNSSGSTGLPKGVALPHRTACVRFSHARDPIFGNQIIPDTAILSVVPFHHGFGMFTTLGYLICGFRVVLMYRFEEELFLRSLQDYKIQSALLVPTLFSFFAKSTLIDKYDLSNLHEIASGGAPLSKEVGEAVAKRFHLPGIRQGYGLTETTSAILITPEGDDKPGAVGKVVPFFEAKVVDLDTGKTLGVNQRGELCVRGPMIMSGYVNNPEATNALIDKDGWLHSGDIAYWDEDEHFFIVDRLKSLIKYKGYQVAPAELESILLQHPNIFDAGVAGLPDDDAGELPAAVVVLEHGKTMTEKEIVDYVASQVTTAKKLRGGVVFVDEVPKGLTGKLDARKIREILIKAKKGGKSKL
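Purified P. pyralis luciferase, 10 nM final, with Km-level 10 uM D-luciferin and 10 uM ATP in 50 mM Tris acetate pH 7.5, 10 mM Mg acetate, 0.01% Tween-20, 0.05% BSA; 6-point qHTS titration about 60 µM downward; luminescence read.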
PKM2 activator: qHTS Assay for Activators of Human Muscle isoform 2 Pyruvate Kinase. Pyruvate kinase PKM (Homo sapiens), P14618. purified PKM2, Kinase-Glo ATP luminescence, activation; response scale: 0% is enzyme alone, no compound. Potency, µM (doses to about 57.5 µM), without a hit: at the top dose activation, usual class: activators. hit rate 0.34% among 260,000. AID 1631, 2009; further: potency means the concentration at half of the fitted maximal effect; on the % scale 0 is the no-effect control and ±100 the full control effect; nearly all actives have a fitted effect of over 55% in size
Target sequence (P14618 whole entry, looked up, canonical isoform): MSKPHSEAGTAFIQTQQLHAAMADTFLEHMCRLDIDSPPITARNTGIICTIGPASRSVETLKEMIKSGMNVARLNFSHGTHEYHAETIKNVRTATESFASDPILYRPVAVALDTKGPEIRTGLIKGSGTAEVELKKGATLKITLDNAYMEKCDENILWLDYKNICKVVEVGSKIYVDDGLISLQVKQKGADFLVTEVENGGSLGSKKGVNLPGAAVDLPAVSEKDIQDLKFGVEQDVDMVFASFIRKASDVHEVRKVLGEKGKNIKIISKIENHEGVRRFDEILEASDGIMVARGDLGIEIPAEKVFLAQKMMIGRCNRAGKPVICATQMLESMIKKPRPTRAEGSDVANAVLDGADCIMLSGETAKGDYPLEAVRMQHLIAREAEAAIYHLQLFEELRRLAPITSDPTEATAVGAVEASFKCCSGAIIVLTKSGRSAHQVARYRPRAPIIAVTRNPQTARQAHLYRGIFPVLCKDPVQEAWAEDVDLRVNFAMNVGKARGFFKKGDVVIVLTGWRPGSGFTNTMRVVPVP
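ATP formation by purified human PK-M2, quantified via coupled luciferase luminescence after 1 h at room temperature with 0.1 mM ADP and 0.5 mM PEP final.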
Menin-MLL TR inh: qHTS Assay for Inhibitors Targeting the Menin-MLL Interaction in MLL Related Leukemias: Competition With Texas Red Labeled MLL-derived Mutant Peptide; O00255; Menin + Texas Red MLL mutant peptide, fluorescence polarization; Potency, µM (titrated, usually from 61.6 µM), without a hit: at the top dose FP activity change, negative = inhibition, most hits filed as inhibitors; hit rate 0.23% among 270,000; AID 1768, 2009; active means well fitted inhibition curve with a large enough effect in the polarisation, with a control signal flat, not every such curve was filed as active; inconclusive means small, poorly fitted or top-dose-only effect, or effect the other way, or a change in a side signal; inactive means no such curve, though single readings can be large or run the other way; the % refers to the polarisation; further: potency means the concentration at half of the fitted maximal effect; % of control where 0% means no effect; many of its hits are not listed in these tables
* marks the source's active call; other numbers are inactive results; ? = inconclusive; . = no result given; & = joins results of further samples; [ ] = remark or other dose. Unless noted, the call rests on the fitted dose curve; in most records, active means well fitted curve in the direction sought with a large enough effect; inconclusive means small, poorly fitted or top-dose-only effect, or another doubt; inactive means no such curve, though single readings can be large; an effect the other way counts as inactive or inconclusive.

smiles | p53 reactivation | BRCA1 expr up | Giardia killer | RORg inh | VP16 counter | NPC1 promoter act | Rab9 promoter act | ELG1 genotoxic | FLuc counter | PKM2 activator | Menin-MLL TR inh
CCCc1cc(=O)n2[nH]c(NCc3ccc(OC)c(OC)c3)nc2n1 | 8.8% | -7.3% | 5.4 | 3.0% | -2.8% | -0.1% | -6.0% | 0.4% | -3.3% | -3.7% | 3.7%
C=CCSc1nc2sc(-c3ccccc3)cc2c(=O)n1N | ? | 4.8% | -8.4 | -35.0% | -26.5% | -2.5% | -3.8% | 6.6% | 1.8% | -8.4% | -26.1%
O=C(Cc1cccs1)N1CCN=C1SCc1ccccc1Cl | -1.9% | -8.6% | 0.2 | ? | 15.2% | 0.0% | -0.3% | -3.4% | -18.6% | 9.0% | 4.5%
Cc1ccc(C)c(OCCn2ccnc2)c1 | . | 0.2% | 0.6 | . | . | 0.3% | -1.6% | 1.1% | 1.9% | 3.5% | -5.5%
Cc1c(NC(=O)Nc2cccc([N+](=O)[O-])c2)c(=O)n(-c2ccccc2)n1C | 17.7% | 0.0% | -0.9 | -4.9% | -3.4% | -0.7% | -1.5% | 0.5% | 0.7% | 0.4% | .
CS(=O)(=O)Nc1ccc(C(=O)NCc2ccco2)cc1 | 5.3% | 15.1% | -4.2 | 27.1% | 8.7% | -3.5% | -8.1% | 3.5% | 1.1% | 16.9% | 25.3%
CC(NC(=O)c1ccc2c(=O)n3c(nc2c1)CCCCC3)c1ccccc1 (stereo not drawn) | 0.4% | 0.6% | 27.7 | . | . | 0.9% | 3.4% | -2.5% | -3.4% | . | .
COC(=O)c1ccc(NC(=O)CC(=O)Nc2ccc(C(=O)OC)cc2)cc1 | -3.8% | -0.9% | 3.0 | -10.8% | -8.4% | -2.0% | -3.4% | 1.7% | 0.7% | . | ?
COc1ccc(-c2c3c(=O)n(C)c(=O)n(C)c3cn2-c2cccc(OC)c2)cc1 | -0.3% | -0.2% | 23.9 | 44.8% | -1.4% | 1.6% | 0.5% | 1.1% | -0.2% | -0.2% | ?
CC(C)[C@H](NC(=O)N1CC(=O)Nc2ccccc21)C(=O)N[C@@H](C(=O)O)c1ccccc1 | 9.1% | 3.7% | -3.1 | -18.6% | -12.9% | 1.4% | 1.8% | 0.5% | 1.6% | . | -26.5%
CN1c2ccccc2C(C)(C)C12CC(c1ccc(S(=O)(=O)N3CCCCC3)cc1)=NO2 (stereo not drawn) | 3.4% | 24.7% | -4.7 | 20.8%[10 µM] | -10.7% | -5.1% | 8.3% | -5.3% | -0.7% | 3.4% | -3.8%
N#CC1=C(N)OC2=C(CCc3ccccc32)C1c1ccccc1Cl (stereo not drawn) | ? | -85.2% | -12.8 | -31.8% | -9.7% | -22.2% | -17.6% | 16.6% | ? | 0.1% | -5.0%
COc1ccc(/C=N/NC(=S)SC)cc1OC | 0.7% | -30.8% | 3.5 | 1.58µM* | 3.16µM* | -3.2% | -2.6% | 3.5% | 10.7µM* | -3.5% | ?
COc1ccc(-c2nc(CS(=O)CC(=O)N3CCN(C)CC3)c(C)o2)cc1OC (stereo not drawn) | 12.1% | -18.2% | 23.6 | 0.1% | 2.8% | -5.3% | 0.3% | 1.6% | 3.0% | . | -11.2%
CC(=O)Nc1nnc(COc2ccc(Cl)cc2)s1 | 5.5% | 4.47µM* | 7.5 | 43.2% | -17.2% | 3.16µM* | 3.55µM* | 14.6µM* | 15.1µM* | -1.1% | 3.4%
Cc1ccc(CNC(=O)C2C3C=CC(C3)C2C(=O)O)cc1 (stereo not drawn) | 0.0% | -10.2% | -6.1 | -14.6% | 3.0% | -3.1% | -0.1% | -1.1% | -0.6% | 7.3% | 11.1%
COc1cccc(C(=O)NCc2cn3ccsc3n2)c1 | 18.3% | 3.3% | -8.5 | 11.9% | 6.0% | -0.2% | -7.3% | 12.3% | -28.7% | 1.3% | -11.0%
O=C(COC(=O)c1cc(S(=O)(=O)N2CCOCC2)ccc1F)Nc1c(Cl)cccc1C(F)(F)F | 2.8% | -17.0% | -1.7 | . | . | -4.7% | -3.1% | 1.3% | -0.1% | . | .
O=C(CN(CCO)c1ccccc1)Nc1ccc(Cl)c(S(=O)(=O)N2CCOCC2)c1 | -1.6% | 1.9% | -23.3 | ? | -15.4% | 0.5% | 1.7% | -2.0% | 3.2% | 3.3% | 14.6%
Cc1ccc(-c2cc(C(F)(F)F)n3nc(C(=O)Nc4c(C)n(C)n(-c5ccccc5)c4=O)cc3n2)cc1 | -3.9% | -23.8% | -14.9 | -8.9% | -3.7% | -0.4% | 1.7% | 0.7% | 2.7% | 1.5% | .
Cc1ccc(NC(=O)c2nc[nH]c2C(=O)NCc2ccccc2)cc1 | 4.0% | 0.0% | -18.5 | . | . | -1.5% | 0.4% | -4.1% | -0.3% | . | .
CC(C)Oc1ccc2c(=O)c(-c3ccccc3)coc2c1 | 32.0% | ? | -10.5 | -38.3%&-28.6%&-23.7% | ? | 0.794µM* | 0.891µM* | 9.2µM* | 1.69µM* | -7.5%&-6.1% | ?
COc1ccc(CCNC(=O)/C=C/c2ccco2)cc1OC | . | 3.1% | 11.4 | 12.7% | 0.9% | 1.9% | 2.8% | 7.7% | 0.6% | -0.8% | 4.2%
COc1cccc(NC(=O)Cn2c(CCC(=O)O)ccc2-c2cccs2)c1 | -2.5% | -3.5% | 3.5 | 2.6% | 0.9% | 0.9% | -11.5% | -1.7% | -16.4% | 1.7% | 8.2%
Cc1nnc(SCC(=O)N2c3ccccc3C(C)(c3ccccc3)CC2(C)C)s1 (stereo not drawn) | -8.3% | -74.3% | 4.7 | -13.0% | -7.1% | -3.1% | -2.1% | 0.1% | 3.2% | 3.6% | -6.6%
Cc1nn(CC#N)c(=O)n1-c1ccccc1F | -4.8% | -6.2% | 11.6 | 10µM* | 3.5% | -2.3% | -3.0% | -1.0% | 0.0% | 3.8% | -2.7%
COc1ccc(CCNC(=O)C(=O)NCC2OCCN2S(=O)(=O)c2ccc(Cl)cc2)cc1OC (stereo not drawn) | . | -10.0% | -3.6 | -14.4% | ? | -11.1% | -7.1% | -0.8% | -0.5% | 2.8% | 2.4%
Cc1ccc(OCC(=O)N2CCC3(CC2)CC(=O)c2ccccc2O3)cc1 | -5.1% | -12.0% | -28.4 | . | . | -3.1% | -3.3% | -5.9% | -3.1% | . | .
O=c1cc(-c2ccccc2)c2c(O)cc(O)cc2o1 | . | -5.1% | 20.9 | 25.1% | -2.2% | -5.0% | 5.0% | -2.1% | -15.2% | -0.5% | 21.8%
CCOc1ccc(OCC)c(-c2c(=O)n(OCc3ccc(C(C)(C)C)cc3)c3ccccc3[n+]2[O-])c1 | -3.3% | -23.6% | 5.5 | 18.4% | -3.5% | -5.0% | -1.2% | -5.9% | 8.49µM* | 0.5% | -15.8%
O=C(c1ccc2c(=O)n(Cc3ccc4c(c3)OCO4)c(=O)[nH]c2c1)N1CCN(c2ccccc2)CC1 | 1.1% | -2.1% | 6.8 | 0.9% | 0.0% | 0.9% | 0.9% | 7.4% | 6.0% | . | .
Cc1ccccc1CC1(CO)CCCN(C(=O)c2cccc(Cl)c2)C1 (stereo not drawn) | 0.5% | -1.9% | 0.3 | 32.3% | -1.3% | -2.3% | -10.8% | -4.3% | 1.2% | 0.6% | -17.4%
CCOC(=O)C1(CC/C(C)=N\NC(N)=O)CC(C)OC1=O (stereo not drawn) | -4.2% | -7.2% | 23.6 | -1.7% | ? | -6.3% | -3.3% | 4.9% | -1.2% | -1.1% | 21.5%
CCN(C(=O)c1cccc(Br)c1)c1ccccc1 | -3.0% | -9.4% | ? | 30.6% | -11.6% | -2.3% | 2.3% | 2.0% | 0.3% | -0.1% | 7.1%
COc1ccc(C2=NC(C)(C)Cc3cc(OC)c(OC)cc32)cc1OC | . | -20.8% | 4.7 | -8.3%[1.91 µM] | 14.7% | 1.2% | -0.2% | 5.0% | 0.8% | 1.7% | 2.7%
CCc1ccc(O)c(N=Cc2cccc(C)c2O)c1 | ? | -35.3% | 9.8 | 11.2µM* | ? | 11.2% | 1.4% | -0.4% | -0.9% | 0.7% | 14.4%
O=C(NCCc1ccc(C(F)(F)F)cc1)C1CCC(=O)N(CCCN2CCCC2=O)C1 (stereo not drawn) | 7.6% | 5.7% | -7.0 | 10.6% | 9.4% | -1.0% | -3.3% | 1.5% | -1.4% | -3.9% | 8.8%

Only part of the results is shown, so the mix of outcomes need not match the whole.
